High-throughput results (PubChem)
KCNQ2 inh: KCNQ2 channel blockers in CHO-K1 cells – cell-based, FluxOR thallium flux, B-score, primary screen (AID 2156); O88943; B-score at 10 µM; 310,000 tested, 1.1% active; 20 min; active compounds read low;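 active means fluorescence ratio B-score at most minus 3 library SDs, with starting brightness B-score within 2 library SDs, cut at about -5.5 in these data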
Kir21 inh: inhibitors of mouse Kir2.1 inward-rectifier potassium channel. P35561. AID 1672. 310,000 tested, 0.85% active. HEK293-Kir2.1, FluxOR thallium flux fluorescence; active compounds read low. B-score at 10 µM;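 active means fluorescence ratio B-score at or below minus 3 SD of library scores, with starting-brightness B-score within 2 SD, cut at about -4.2 in these data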;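 further: channel flux triggered by added potassium and thallium sulfate stimulus; B-score of peak minus minimum fluorescence over baseline after thallium stimulus; more negative B-score means stronger Kir2.1 block with less thallium influx; some compounds called inactive have numbers as strong as hits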
Target sequence (P35561 whole entry, looked up): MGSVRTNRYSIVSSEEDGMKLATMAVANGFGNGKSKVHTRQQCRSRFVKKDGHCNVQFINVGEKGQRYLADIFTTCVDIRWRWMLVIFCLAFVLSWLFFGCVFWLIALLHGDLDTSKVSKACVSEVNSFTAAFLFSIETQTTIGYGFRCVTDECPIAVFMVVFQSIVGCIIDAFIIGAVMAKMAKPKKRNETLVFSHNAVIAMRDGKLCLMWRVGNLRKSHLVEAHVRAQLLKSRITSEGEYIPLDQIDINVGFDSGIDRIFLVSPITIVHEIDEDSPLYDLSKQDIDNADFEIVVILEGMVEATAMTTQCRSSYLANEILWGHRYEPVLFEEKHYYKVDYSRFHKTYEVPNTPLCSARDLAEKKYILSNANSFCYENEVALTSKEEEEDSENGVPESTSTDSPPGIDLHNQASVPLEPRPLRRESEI
* marks the source's active call; other numbers are inactive results; i = inactive.

SMILES | KCNQ2 inh | Kir21 inh
COc1ccc(C(=O)Nc2ccccc2C(=O)NC(C(=O)NCc2ccco2)C(C)C)cc1 (stereo unspecified) | i | 0.91
COc1ccc(CN(C)C(=O)c2cnc(OC)cc2C(F)(F)F)c(OC)c1 | i | -0.45
CCCN(CC(=O)Nc1ccc(C(N)=O)cc1)CC(=O)Nc1ccc(F)c(F)c1F | i | 2.8
Cc1ccc(CNC(=O)c2sc3nc4c(c(C(F)(F)F)c3c2N)CCC4)cc1 | i | 0.14
Cc1ccc(C(=O)NCCc2csc(-c3cccnc3)n2)cc1 | i | 0.03
COC(=O)C1=C(C(=O)c2ccc(C)cc2)C(c2ccc(O)c(OC)c2)n2nnnc2N1 (stereo unspecified) | i | 0.31
COc1cc(CNCc2ccccn2)ccc1OCc1c(Cl)cccc1Cl | i | -8.8*
CCOC(=O)C1(CCc2ccccc2)CCN(Cc2cccc3nccnc23)CC1 | -5.9* | -0.07
Cn1cc(Br)c(-c2cccc(N3C(=O)CCCC3=O)c2)n1 | i | -1.2
COCCNC(=O)C1(C(F)(F)F)CC(CCCO)CCCO1 (stereo unspecified) | i | -1.3
O=C1c2ccc(Br)cc2C(=O)N1c1ccc(Cl)cn1 | i | 1.9
CO/N=C(/CN1CCCCC1)c1ccc(Cl)cc1 | i | -1
CCSc1nnc(CNc2ccc(C)cc2)n1C | i | -0.71
COc1ccc(C(=O)NCCn2ccc3ccccc32)cc1OC | i | 2.4
COc1ccc(CN2C(=O)NC3(CCCc4ccccc43)C2=O)cc1F (stereo unspecified) | i | -0.39
COCCN(C(=O)CCC(=O)Nc1cc(C)on1)C(C(=O)NC1CCCC1)c1ccccc1C (stereo unspecified) | i | -1.6
CCCN1C2CCCC1CC(NC(=O)c1ccccc1Br)C2 (stereo unspecified) | i | 0.57
Cc1ccsc1C(=O)Nc1cccc(S(=O)(=O)N(C)C)c1 | i | 0.15
CC(C)N1C[C@@]23C=C[C@@H](O2)C(C(=O)OCc2ccccc2)[C@H]3C1=O (stereo partly specified) | i | -2.1
CCOC(=O)CC1C(=O)NCCN1c1nc2c(C)cccn2c(=O)c1/C=C1\SC(=S)N(C(C)CC)C1=O (stereo unspecified) | i | -2.4
O=C(NCc1nc(-c2ccc(C(F)(F)F)cc2)no1)Nc1ccc(OC(F)(F)F)cc1 | i | 0.96
O=C(O)c1ccc(-c2nnc(-c3ccc([N+](=O)[O-])cc3)o2)cc1 | i | -0.62
O=C(/C=C/c1ccco1)N1CCN(C/C=C/c2ccccc2)CC1 | i | 2
O=S(=O)(O)c1nc2ccccc2[nH]1 | i | 0.55

One compound at a time (already shown). Screens in order: KCNQ2 inh | Kir21 inh
COc1ccc(CN2C(=O)NC3(CCCc4ccccc43)C2=O)cc1F (stereo unspecified) is entered as i | -0.39
CCCN1C2CCCC1CC(NC(=O)c1ccccc1Br)C2 (stereo unspecified) is entered as i | 0.57
O=C(O)c1ccc(-c2nnc(-c3ccc([N+](=O)[O-])cc3)o2)cc1 is entered as i | -0.62
COCCN(C(=O)CCC(=O)Nc1cc(C)on1)C(C(=O)NC1CCCC1)c1ccccc1C (stereo unspecified) is entered as i | -1.6
O=S(=O)(O)c1nc2ccccc2[nH]1 is entered as i | 0.55

The listing continues.
SMILES | KCNQ2 inh | Kir21 inh
Cc1ccc(C)c(S(=O)(=O)n2cnc3ccccc32)c1 | i | -0.45
Cc1ccc(-c2c3c([nH]c(=S)c2C#N)CCCC3)o1 | i | -0.09
O=C(COc1ccc(F)cc1)Nc1nccs1 | i | -0.98
Cc1nc2ncnn2c(N2CCN(C(=O)c3cccc(F)c3)CC2)c1C | i | 0.6
O=C(O)c1ccc(N/C(=N\S(=O)(=O)c2ccc(Cl)cc2)c2ccccc2)cc1 | i | -0.52
COc1ccc(S(=O)(=O)N2CCC(C(=O)N[C@H](C(=O)N3CCCC3)C(C)C)CC2)cc1 | i | -0.21
CSc1ccccc1NC(=O)CNCCCN1CCOCC1 | i | 0.29
CCn1c(SCc2nc(-c3ccc(OC)c(OC)c3)no2)nnc1-c1cccs1 | i | -0.26
CCCC12CN3CC(C)(CN(C1)C3c1ccc([N+](=O)[O-])o1)C2=O (stereo unspecified) | i | 0.72
CCc1ccc(OCc2nnc(SCCN3CCOCC3)n2C)cc1 | i | -0.03
CCN(CCCCN1C(=O)c2ccccc2C1=O)c1ccc2c(c1)C(=O)N(C)C2=O | i | -2.8
Oc1ccc2ccccc2c1CNc1ccc(Br)cc1 | i | 0.94
O=C(c1ccc(Cn2cc(Cl)cn2)cc1)N1CCN(c2ccccc2)CC1 | i | 1.3
Cc1ccc(Nc2nnc(SCC(=O)Nc3cccc(S(=O)(=O)NC4=NCCCCC4)c3)s2)cc1 | i | 1.9
CS(=O)(=O)N(CC(=O)N1CCc2ccccc2C1)Cc1ccc(F)cc1 | i | 1.2
COc1cc(OC)cc(-c2nnc(Nc3nc4c(F)cccc4s3)o2)c1 | i | -0.41
CCCOc1cccc(NC(=O)c2cc(C)oc2C)c1 | i | 0.07
Cc1cc(C)nc(SCCCNCc2ccc(Br)cc2)n1 | i | -7.1*
Fc1cccc(F)c1-c1nc2c(s1)CCc1onc(-c3ccc(Br)cc3)c1-2 | i | -0.53
COc1ccc(/C=N/NC(=O)CSc2ccccn2)cc1OC | i | -0.36
CCn1c2ccccc2c2cc(/C=N/n3cn[nH]c3=S)ccc21 | i | -1.6
Cc1ccc(CNC(=O)CCNC(=O)c2ccco2)cc1 | i | 0.82
Cc1ccc(S(=O)(=O)N(CC(=O)N2CCCCC2)c2cccc(C)c2)cc1 | i | -2.9
Cc1ccc(-c2c[n+](Cc3ccc(Cl)cc3)c3n2CCC3)cc1 | i | 0.93

Some of the entries above, set out differently:
KCNQ2 inh	Kir21 inh	mol
i	-1.6	CCn1c2ccccc2c2cc(/C=N/n3cn[nH]c3=S)ccc21
i	0.82	Cc1ccc(CNC(=O)CCNC(=O)c2ccco2)cc1

Following part.
SMILES | KCNQ2 inh | Kir21 inh
C#CCn1cnc2c(oc3ccccc32)c1=O | i | 0.1
Cc1ccc(CNC(=O)C2CCN(S(=O)(=O)c3cccs3)CC2)cc1 | i | 0.06
COc1ccc(C(=O)Nc2c3c(nn2C(C)(C)C)CS(=O)(=O)C3)cc1OC | i | -0.14
Cc1ccc(N2C(=O)CC(NNc3nc4ccccc4s3)C2=O)cc1C (stereo unspecified) | i | -2.1
COc1cc2cccc(OC)c(=O)c2c(O)c1OC | i | 0.79
Cc1cc(C)c(C)c(S(=O)(=O)N2CCN(C(=S)NCC3CCCO3)CC2)c1C (stereo unspecified) | i | -0.75
COc1ccccc1Nc1ncccc1C(=O)O | i | 0.14
O=C(CN1CCN(c2ccc([N+](=O)[O-])cc2)CC1)Nc1nccs1 | i | 0.01
COc1ccc(C2(CNC(=O)Cc3ccccc3)CCCC2)cc1OC | i | -1.6
COC(=O)c1ccc(CNC(=O)COC(=O)CCN2C(=O)C3CC=CCC3C2=O)cc1 (stereo unspecified) | i | 0.43
Cc1ccc(S(=O)(=O)c2cc3c(=O)n4ccccc4nc3n(C)c2=N)cc1 | i | -0.91
Cc1[nH]n(C)c(=O)c1N=Nc1ccc(S(C)(=O)=O)cc1 | i | -0.83
COc1cccc(N(CC(=O)NCCN2CCOCC2)S(=O)(=O)c2ccccc2)c1 | i | 2.5
Cc1ccc(NC(=O)Cn2ccc([N+](=O)[O-])n2)cc1Cl | i | -1.4
CCOC(=O)Cn1nc(C)c(NC(=O)COc2ccc([N+](=O)[O-])cc2)c1C | i | -0.91
COc1ccccc1CN(C)C(=O)c1ccc2c(c1)NC(=O)CS2 | i | -0.09
O=C(O)CSC1CC(=O)N(c2ccc(Cl)c(Cl)c2)C1=O (stereo unspecified) | i | 0.26
CCSc1nnc(N(CCC(=O)O)CCC(=O)O)s1 | i | 0
O=C(c1ccc(F)cc1)N(c1ccccn1)C1CCCCC1 | i | -0.02
COc1cc(CNC2CCCCCCC2)cc(Cl)c1OC | i | -2.4
COc1ccc(CCNS(=O)(=O)c2cc3c4c(c2)CC(=O)N4CCC3)cc1 | i | -0.44
CCOC(=O)c1c(-c2ccco2)csc1NC(=O)CSc1nnc(N)s1 | i | 1.3
Cc1ccc(NC(=O)C(c2ccc(Cl)cc2)N2CCOCC2)cc1 (stereo unspecified) | i | -0.24
COc1ccc(/C(C)=N/NC(=O)c2ccc(N(C)C)cc2)cc1 | i | -0.16
CCOc1ccccc1N1CCN(C(=S)NCc2ccco2)CC1 | i | -1.5
Nc1nc(Cl)nc2c1ncn2[C@@H]1O[C@H](CO)[C@@H](O)[C@H]1O | i | -0.77
Cc1cc(C)c2c(=O)n(CC(=O)Nc3ccc(Cl)cc3)sc2n1 | i | 0.01
CNC(=S)NNC(=O)Cc1ccc(O)cc1 | i | 0.8
O=C1c2cc([N+](=O)[O-])ccc2-c2ncccc21 | i | 1.7
CCS(=O)(=O)NCCc1csc(-c2ccc(OC)c(OC)c2)n1 | i | -0.84
Cc1noc(C)c1CCC(=O)NC1CCCN(Cc2ccc(Cl)cc2)C1 (stereo unspecified) | i | -0.22
O=S(=O)(c1ccccc1)N1CCN(Cc2cccc(Br)c2)CC1 | i | 1.2
Cc1cccc(N(C(=O)Cn2nnc3ccccc32)C(C(=O)NC(C)(C)C)c2ccsc2)c1 (stereo unspecified) | i | 0.48
CCCCNC(=O)COC(=O)c1ccc(Cl)c(S(=O)(=O)N2CCCC2)c1 | i | -1.4
Cc1ccc(/C=N/Nc2ccc3ccccc3n2)o1 | i | 1.3
C/C(=N\NC(=O)c1c(Cl)cnn1C)c1cccc(NC(=O)c2ccc(C)cc2)c1 | i | 2.2
CCN(Cc1ccccc1)S(=O)(=O)c1ccc(S(=O)(=O)N(Cc2ccccn2)Cc2ccco2)cc1 | i | -0.12
Cc1ccc(S(=O)(=O)N(C)CC(=O)Oc2ccc(-c3nnco3)cc2)cc1 | i | 0.29
Cc1cccc(Nc2nc(-c3cccs3)cs2)n1 | i | -0.06
CN(C)c1ccc(-c2nn3c(-c4ccc(Cl)cc4)nnc3s2)cc1 | i | -1
O=Nc1c(-c2c(O)[nH]c3cc(Br)ccc23)[nH]c2ccccc12 | i | 0.77
C/C(=N\NC(=O)c1ccccc1F)c1ccc2c(c1)Nc1ccccc1S2 | i | -0.74
Cc1ccc2c(c1)C(c1ccccc1)N(C(=O)c1ccc3c(c1)OCO3)CC(=O)N2 (stereo unspecified) | i | 0.82
Cc1cc(C(=O)Nc2ccc3c(c2)OCCO3)c2ccccc2n1 | i | 0.14
CNC(=O)CSc1nc2cc(S(=O)(=O)Nc3ccccc3OC)ccc2o1 | i | 0.09
C(=N\n1cncn1)/c1ccc(N2CCOCC2)cc1 | i | -1
COc1ccc(/C=N/NC(=O)c2ccc(COc3ccccc3Cl)o2)c(OC)c1C | i | 2.6
CSc1ccccc1-n1nnnc1SCC(=O)NCc1cccs1 | i | -0.71
CCCCN(CC)C(=O)CSc1nc2c(sc(=S)n2-c2ccc(OCC)cc2)c(=O)[nH]1 | i | 2.2
CC(=O)N(CN1C(=O)CCC1=O)c1cccc(Cl)c1 | i | 0.49
O=C(Nc1ccn(Cc2c(F)c(F)c(F)c(F)c2F)n1)c1ccc(COc2ccccc2Cl)cc1 | i | 0.01
CCOc1ccc(-c2nc(CSCC(=O)NCC3CCCO3)c(C)o2)cc1 (stereo unspecified) | i | -0.71
Cc1ccc(SCCC(=O)NC(C)C)cc1 | i | 0.11
Cc1ccc(Cl)c(NC(=O)CCl)c1Cl | i | -1.6
Cc1ccc2c(c1)NC(C(C)(C)C)CO2 (stereo unspecified) | i | -0.29
Cc1ccccc1-c1nnc(SCC(=O)N(CC(C)C)c2c(N)n(CC(C)C)c(=O)[nH]c2=O)n1C | i | -0.09
COc1ccc(NC(=O)CSCC(=O)N(C)CCOc2ccc(Cl)cc2)cc1 | i | 0.01
COc1cccc(CC(=O)Nc2nc(-c3ccc(OC)c(OC)c3)cs2)c1 | i | -0.15
Cc1c(-n2c(SCC(N)=O)nc3ccccc3c2=O)c(=O)n(-c2ccccc2)n1C | i | 1.4
CCCn1c(=N)n(CC(=O)c2ccco2)c2ccccc21 | i | -0.49
(next part)
SMILES | KCNQ2 inh | Kir21 inh
Cc1ccc(NC(=O)Cn2nnc3ccccc32)cc1 | i | 1.8
Cc1nc(NC(=O)c2ccc(F)cc2)sc1C(=O)Nc1ccc2c(c1)CCC2 | i | 0.8
COc1ccc(S(=O)(=O)NCCSC(C)(C)C)cc1Cl | i | -2.6
O=C1NC(c2ccc(-c3ccccc3[N+](=O)[O-])o2)C(C(=O)c2ccccc2)C(O)(C(F)(F)F)N1 (stereo unspecified) | i | 0.48
CCc1ccc(N2CC(C(=O)Nc3cccnc3)CC2=O)cc1 (stereo unspecified) | i | -2
Cc1ccc(S(=O)(=O)N(C)CCCC(=O)Nc2ccccn2)cc1 | i | -0.48
O=C(OCCOc1cccc(Cl)c1)c1cc(S(=O)(=O)N2CCOCC2)ccc1F | i | -2.5
CCOC(=O)c1c(C)n(-c2ccc(C)cc2)c2ccc(O)c(CN(C)C)c12 | i | -3.4
COCCN(C(=O)C1CCC1)c1nnc(-c2cccnc2)s1 | i | 1.4
Cc1cccc(N2CCN(C(=O)Cc3c(C(=O)O)[nH]c4ccc(Cl)cc34)CC2)c1C | i | 0.77
CCOC(=O)CC(NC(=O)C1c2ccccc2Oc2ccccc21)c1ccc(C)cc1 (stereo unspecified) | i | 0.05
CCCn1nc(NS(C)(=O)=O)c2cc3cccc(C)c3nc21 | i | -0.38
O=C(c1ccc2nc(Cc3ccccc3F)oc2c1)N1CC[C@H](O)C1 | i | 0.05
CC(C)C[C@H](NC(=O)[C@@H]1O[C@H]1C(=O)O)C(=O)NCCCCN=C(N)N | i | -0.63
